# Mdm2 MdmX PPI – disrupts the human Mdm2-MdmX interaction. SaOS-2 split-luciferase Mdm2/MdmX complementation, luminescence. inhibition, % at 8 µM. hit rate 3% among 330,000;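 active = inhibition of at least 50% at 8 µM in the primary screen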
# Target sequence (O15151 whole entry, looked up): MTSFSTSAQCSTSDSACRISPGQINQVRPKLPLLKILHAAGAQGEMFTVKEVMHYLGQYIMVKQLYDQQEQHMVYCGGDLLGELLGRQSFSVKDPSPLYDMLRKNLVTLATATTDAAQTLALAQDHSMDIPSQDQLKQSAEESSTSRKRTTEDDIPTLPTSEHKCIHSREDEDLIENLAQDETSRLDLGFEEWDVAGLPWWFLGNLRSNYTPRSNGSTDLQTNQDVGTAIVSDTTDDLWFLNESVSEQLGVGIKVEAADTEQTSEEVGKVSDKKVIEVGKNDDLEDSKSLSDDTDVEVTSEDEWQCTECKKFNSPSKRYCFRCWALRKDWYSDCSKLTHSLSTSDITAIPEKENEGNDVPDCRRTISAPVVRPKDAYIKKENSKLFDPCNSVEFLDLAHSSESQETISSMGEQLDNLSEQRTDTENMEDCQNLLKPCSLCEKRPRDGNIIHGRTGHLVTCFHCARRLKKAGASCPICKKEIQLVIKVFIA
# Target sequence (Q00987 whole entry, looked up): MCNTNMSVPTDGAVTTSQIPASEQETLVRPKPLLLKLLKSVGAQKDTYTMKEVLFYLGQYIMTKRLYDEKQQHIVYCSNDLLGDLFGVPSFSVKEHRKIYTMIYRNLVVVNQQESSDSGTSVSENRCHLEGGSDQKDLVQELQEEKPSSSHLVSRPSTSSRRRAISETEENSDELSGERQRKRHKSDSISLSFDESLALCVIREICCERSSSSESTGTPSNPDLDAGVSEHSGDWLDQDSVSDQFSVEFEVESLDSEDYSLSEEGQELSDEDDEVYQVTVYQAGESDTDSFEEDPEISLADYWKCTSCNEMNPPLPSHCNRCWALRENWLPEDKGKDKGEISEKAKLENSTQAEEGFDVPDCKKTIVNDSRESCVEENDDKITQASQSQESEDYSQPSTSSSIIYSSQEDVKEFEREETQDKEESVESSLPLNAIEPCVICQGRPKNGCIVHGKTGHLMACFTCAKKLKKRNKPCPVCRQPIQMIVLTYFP
# APJ antag – antagonists of human APJ apelin receptor; CHO-K1 APJ beta-arrestin complementation, luminescence; P35414; inhibition, % at 20 µM; hit rate 0.32% among 330,000; AID 2521;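 active = inhibition above about 40% at 20 µM, limit read from the data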;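 also: cells challenged with 10 nM apelin-13 agonist together with compound; plate controls were apelin-13 plus DMSO wells for no effect and DMSO wells lacking apelin-13 for full effect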
# CXCR6 block – inhibitors of human CXCR6 receptor; CHO-K1 PathHunter CXCR6 beta-arrestin, luminescence; inhibition, % at 20 µM; hit rate 0.36% among 360,000; AID 602244; in the data active = inhibition above about 34%, passing the limit was not always enough;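 also: antagonist mode with CXCL16 agonist at 10 nM final; 0% = 10 nM CXCL16 with DMSO and 100% = unstimulated wells without agonist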
# APJ ag – agonists of human APJ apelin receptor; CHO-K1 APJ PathHunter beta-arrestin, luminescence; 0% DMSO wells, 100% apelin; activation, % at 20 µM; hit rate 0.11% among 330,000; AID 2520;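 active = activation more than six SD over the plate average, tested at 20 µM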;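 also: 0% = DMSO alone and 100% = apelin-13 at 10 nM; some results filed as inactive read as strong as hits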
#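 system = engineered CHO-K1 APJ arrestin reporter cells | input = 1000 cells per well | timing = overnight seeding, 90 min compound at 25 °C, 1 h detection | measured by = enzyme-fragment complementation luminescence | read-out = beta-arrestin recruitment to APJ as agonist activity, luminescent signal | control set = negative DMSO alone, positive Apelin-13 at 10 nM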
# XBP1 UPR activ – activators of adaptive arm of unfolded protein response (XBP1); CHO-XBP1 luciferase reporter, IRE1-XBP1 UPR activation, luminescence; percent of tunicamycin response, DMSO as zero; activation, % at 20 µM; hit rate 0.33% among 330,000; AID 463104;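 active = versus positive control, 20 µM dose yields 30% or more activation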;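 also: 100% = tunicamycin at 10 µg/mL and 0% = DMSO only wells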
#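 Material: CHO cell line with stable XBP1 luciferase reporter; schedule: 16-18 h cell attachment at 37 °C, then 6 h compound exposure; signal: glow luminescence from Steady-Glo reagent; medium: serum-containing F12 medium, 10% FBS; benchmarks: tunicamycin 10 µg/mL and vehicle-only wells; read-out: percent activation relative to tunicamycin reference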
# tim23-1 inh – tim23-1 yeast growth inhibition | S. cerevisiae tim23-1 growth, BacTiter-Glo luminescence, 24 h | inhibition, % at 20 µM | hit rate 1.3% among 330,000;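 active = growth inhibition of the mutant yeast at or above 50%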;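 also: temperature-sensitive mutant grown at 25 °C; plate controls were DMSO-treated mutant yeast for no effect and medium wells lacking yeast for full effect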
# UPR CHOP act – activators of apoptotic arm of unfolded protein response (CHOP); activation, % at 10 µM; CHO-CHOP luciferase reporter, UPR activation, luminescence; percent of tunicamycin response over DMSO baseline; hit rate 0.34% among 330,000; AID 449763;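 active = at 10 µM dose, activation of 40% or more, normalized to positive control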;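 also: 100% = tunicamycin at 10 µg/mL and 0% = DMSO alone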
#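 System: CHO CHOP reporter cells. Amount: 500 cells per well. Buffer or medium: F12 medium, 10% FBS. Compound dosing: one dose, 10 µM in 0.5% DMSO. Incubation: 6 h compound exposure at 37 °C after overnight seeding. Technique: Steady-Glo luciferase luminescence. Benchmarks: tunicamycin and DMSO controls.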
# EBI2 block – EBI2 (human) antagonism. P32249. EBI2 beta-arrestin recruitment, luminescence, 7a,25-OHC stimulated. inhibition, % at 5 µM. hit rate 0.81% among 360,000. AID 651636; in the data active = inhibition above about 38%;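 also: enzyme fragment complementation signal reports receptor beta-arrestin coupling in cells; 0% = agonist plus DMSO wells and 100% = wells without agonist; some results beyond the cut were filed as inactive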
# CCR6 antagonist – CCR6 (human) receptor antagonism; inhibition, % at 20 µM; hit rate 0.49% among 340,000; CHO-K1 CCR6 PathHunter beta-arrestin, luminescence, CCL20-stimulated;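 active = compounds whose inhibition of the agonist-driven luminescence signal at 20 µM reaches about 50%, limit read from the data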;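 also: cells stimulated with CCL20 at 14 nM final; plate controls were DMSO with CCL20 for no effect and DMSO without agonist for full effect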
# An asterisk follows results filed as active; nt = no result given; & = joins results of further samples. Only part of the results is shown. The share of hits here may be higher or lower than overall.
SMILES,Mdm2 MdmX PPI,APJ antag,CXCR6 block,APJ ag,XBP1 UPR activ,tim23-1 inh,UPR CHOP act,EBI2 block,CCR6 antagonist
Nc1nc2nc(-c3ccc(F)cc3)cc(C(F)(F)F)n2n1,8,6,-9,-1,1,-4,-0.3,-1,4
c1ccc(OCc2nnc(-c3ccccc3)o2)cc1,-42,-18,-6,-4,-1,-4,3.8,7,1
CCCCCC(C)NC(=O)c1ccoc1C (stereo not given),6,3,0,-2,-2,33,0.0,-2,5
O=C(CSc1nc(=O)n(CCCN2CCOCC2)c2c1CCCC2)Nc1ccccc1Cl,-32,3,4,-5,-1,-7,0.0,-2,3
O=C(NCCCn1ccnc1)c1ccc(Cl)cc1,1,-2,4,-2,2,9,2.4,-3,9
CC(=O)c1ccc(C(=O)N2CCCC(N3CCN(c4ccc(F)cc4)CC3)C2)s1 (stereo not given),24,-45,-18,-3,-5,13,-2.4,3,17
O=C(Nc1ccc(C(=O)N2CCCC2)cc1)c1ccc2c(c1)OCO2,8,-12,-2,3,1,9,2.9,-1,-10
Cn1c(=O)c2c(ncn2CC(COCc2ccccc2Cl)OCc2ccccc2Cl)n(C)c1=O (stereo not given),-7,19,8,-4,1,31,2.1,13,14
CCCNC(=O)Nc1cc(OC)c(OC)cc1Cc1nccc2cc(OC)c(OC)cc12,-3,13,-2,-1,10,7,0.1,-6,6
COc1cc(OC)c2cc(C(=O)N[C@@H](Cc3ccccc3)C(=O)O)n(C)c2c1,8,-1,-8,-2,-1,9,0.1,-7,17
Cc1ccc2cc(C#N)c(NCc3ccco3)nc2c1,-28,-4,-3,5,-3,17,0.0,0,5
Cc1ccc(S(=O)(=O)NC2CC3CCC2C3)cc1 (stereo not given),7,7,-8,1,-4,3,1.0,-4,8
C/C(=N\OC(=O)C1CC1)C1CC1c1ccc(F)cc1 (stereo not given),21,-22,-1,1,-6,18,1.1,-9,9
Cc1ccc(NC(=S)Nc2cc(-c3ccccc3)[nH]n2)cc1Cl,26,-7,2,3,0,-4,1.6,5,13
COC(=O)Cc1c(O)ccn(Cc2cccc(C(F)(F)F)c2)c1=O,11,11,-3,-2,-2,13,0.8,-19,9
CCOc1ccc(C(C)=O)cc1CC(C(N)=O)C(N)=O,-3,13,-4,-3,-4,19,1.6,-10,-4
CC1(C(=O)O)CCC(C(=O)NCCc2ccccc2)C1(C)C (stereo not given),-37,-15,-3,-1,3,6,1.7,-4,4
CCOc1ccc(C(=O)NCC(c2cccs2)N(C)C)cc1 (stereo not given),20,-5,-2,-1,-1,0,1.6,-10,0
O=C(N/N=C/c1sc2ccccc2c1O)c1ccccc1,68*,-27,-3,2,3,45,0.3,13,12
O=C(O)c1cc2c(cc1NC(=O)c1c(F)cccc1Cl)OCCCO2,17,30,-4,2,-1,27,1.2,4,11
C1=C(c2ccccc2)CCN(c2nc3ccccc3n3cnnc23)C1,14,-5,1,-3,2,22,1.7,-6,-1
CCC(=O)NS(=O)(=O)c1cccnc1Nc1ccc(Cl)cc1,0,2,-2,-4,0,-3,1.2,7,2
CC(C)(C)C1(C)OC(C(=O)NC2CCCCC2)C(C(=O)NC2CCCCC2)O1 (stereo not given),15,-19,6,-5,-2,19,0.8,-6,13
COc1cc2c(C#N)c(N3CCCC3)nc(N)c2c(N)n1,24&39,-81&12,1&-1,5&0,7&4,48&37,1.3&0.7,-3&1,8&14
CCOC(=O)CSC1=C(C#N)C(c2ccccc2C)C2=C(CCCC2=O)N1 (stereo not given),-15,8,-3,-1,-2,11,-0.8,7,-3
Cc1nnc(SCC(=O)N2CCC(c3noc4ccc(F)cc34)CC2)s1,78*,2,22,-5,-2,48,-2.2,-9,6
CCOC(=O)C1(C(F)(F)F)N=C(N(C)C)OC(N(C)C)=N1,12,-9,4,-4,-3,-14,1.3,-8,-8
CCc1nnc(NS(=O)(=O)c2ccc(NC(=O)c3cccc(OC(F)(F)C(F)F)c3)cc2)s1,5,-7,10,-4,0,-1,-1.5,-2,22
CC(C)[C@H](NC(N)=O)C(=O)Nc1ccc(F)c(Cl)c1,1,-2,3,-1,0,1,-1.1,7,0
Cc1ccccc1CN1CCC(Oc2ccc(C(=O)N3CCCC3)cc2)CC1,15,-17,3,1,1,0,0.3,5,8
COC(=O)c1ccccc1NC(=O)CSCC(=O)Nc1ccccc1OC,-7,-2,-5,-2,0,22,0.4,3,-1
CCCOn1c(-n2nc(C)cc2C)nc2ccccc2c1=O,3,4,2,-4,-4,8,-2.3,8,6
CC1=C(NCCc2ccccc2)CCC1=O,30,-1,0,0,-4,-4,0.1,-3,0
CCOP(=O)(OCC)C(NC(=O)C(F)(F)F)c1ccccc1 (stereo not given),10,-10,1,-1,0,8,-0.6,-3,-9
Cc1ccnn1CC(=O)N/N=C/c1cn[nH]c1-c1ccccc1,9,5,3,0,-4,7,0.0,-8,-16
O=c1onc(-c2ccccc2)n1-c1cc(Cl)cc(Cl)c1,7,-67,-9,11,1,21,-0.4,-6,-10
O=C(CCC1COc2ccccc2O1)NCC1COc2ccccc2O1 (stereo not given),-3,9,2,2,-1,15,-0.6,5,10
O=C(CCC(=O)Nc1ccc(F)cc1)N/N=C/c1ccncc1,6,-7,-21,1,-3,14,0.5,-14,-14
Cc1ccc(C)c2c(N)c3c(nc12)CCCCC3 (tested in a mixture with another compound),24,0,-10,-2,-6,7,-2.7,2,14
COc1cc(F)ccc1S(=O)(=O)N1CCN(C23CC4CC(CC(C4)C2)C3)CC1,13,4,-1,-4,1,1,0.1,-10,13
N#C/C(=C\c1ccc(-c2ccc([N+](=O)[O-])cc2)o1)C(=O)Nc1nc(-c2cccs2)cs1,9,18,34,-3,8,-18,2.4,16,58*
O=C(CSc1nnc(-c2ccccc2Cl)o1)Nc1ccc2c(c1)OCCO2,-118,5,3,-3,-2,33,-4.9,-10,7
CCC[C@@H]1Cc2ccccc2N1C(C)=O,7,8,5,0,-1,8,13,8,9
Fc1ccc(NC(=S)N2CCN(c3ncccn3)CC2)cc1,0,3,-11,-11,-1,16,-0.7,-1,-8
NC(=O)C1CCN(C(c2ccccc2Cl)c2nnnn2Cc2ccc3c(c2)OCO3)CC1 (stereo not given),-17,12,4,4,-3,17,-1.2,-7,5
COc1cc(OC)c2ccc(=O)oc2c1C(CCN1CCOCC1)c1ccc2c(c1)OCO2 (stereo not given),44,nt,8,nt,0,32,1.3,-8,15
CN(C)C(=S)Nc1ccc(Br)c(Cl)c1,19,0,-7,-3,2,31,-1.9,-12,3
Cc1ccc(/C=C2\SC(=S)N(CCCC(=O)Nc3cccc(C(=O)O)c3)C2=O)cc1,3,4,-1,-1,-8,18,-5.1,6,15
O=C(CC1C(=O)NCCN1Cc1ccc(Cl)c(F)c1)NC1CCCCC1 (stereo not given),-19,-13,7,2,-1,2,1.1,-5,-1
O=C(NCc1ccc2c(c1)OCO2)C1CCCN(S(=O)(=O)c2cccc3cccnc23)C1 (stereo not given),-14,13,9,-2,1,17,1.4,-3,15
COc1ccc(C(C(=O)NC2CCCC2)N(C(=O)c2snc(C(N)=O)c2N)c2cccc(O)c2)cc1 (stereo not given),21,-34,2,4,2,13,5.1,37,7
CCCCCCOc1ccc(N2C(=O)CC(NCc3ccc(S(N)(=O)=O)cc3)C2=O)cc1 (stereo not given),1,6,-3,2,0,-2,2.3,-4,-1
Cc1cc(C(=O)N2CCCC(C(=O)c3cccc(C(F)(F)F)c3)C2)n[nH]1 (stereo not given),13,10,-4,-3,-4,16,-0.9,-1,3
O=C(O)C1CCC(NSc2ccccc2[N+](=O)[O-])CC1 (stereo not given),1,16,-11,-3,-5,44,-0.5,-1,-10
Cc1cccc(N2CCN(C(=O)c3c(Cl)cnn3C)CC2)c1C,49,16,4,-5,-2,22,1.6,0,14
CCOc1ccc(N(C(=O)Nc2ccccc2)C2=NCCC2)cc1,-3,0,6,-3,-3,42,-1.7,-8,0
O=C(CC1SC(=Nc2ccccc2)N(CCO)C1=O)Nc1ccccc1 (stereo not given),10,9,-6,-1,-3,-1,0.0,-5,11
O=C(COC(=O)[C@@H]1CCCN1S(=O)(=O)c1ccccc1F)Nc1ccc(OC(F)F)cc1,8,19,6,-3,-3,10,-2.5,-1,-9
Fc1ccc(CSc2ccc(-c3ccco3)nn2)cc1,-55,-12,-2,-2,1,13,4.9,-10,0
COc1cccc(NS(=O)(=O)c2cn(C)c(=O)n(C)c2=O)c1,11,8,4,2,1,18,0.9,-2,5

# In the list so far, these contain a nitro group on carbon.
SMILES,Mdm2 MdmX PPI,APJ antag,CXCR6 block,APJ ag,XBP1 UPR activ,tim23-1 inh,UPR CHOP act,EBI2 block,CCR6 antagonist
N#C/C(=C\c1ccc(-c2ccc([N+](=O)[O-])cc2)o1)C(=O)Nc1nc(-c2cccs2)cs1,9,18,34,-3,8,-18,2.4,16,58*
O=C(O)C1CCC(NSc2ccccc2[N+](=O)[O-])CC1 (stereo not given),1,16,-11,-3,-5,44,-0.5,-1,-10

# Remaining list, next part:
SMILES,Mdm2 MdmX PPI,APJ antag,CXCR6 block,APJ ag,XBP1 UPR activ,tim23-1 inh,UPR CHOP act,EBI2 block,CCR6 antagonist
O=[N+]([O-])c1cc(C(F)(F)F)cc([N+](=O)[O-])c1NCCNC(=S)Nc1ccc(Cl)c(Cl)c1,90*,-15,-4,4,5,28,-0.6,3,15
COc1ccc(CNCc2c(C(=O)N(C)C)nc3ccc(Cl)cn23)c(OC)c1,4,-6,1,-3,-2,5,-0.9,-7,-20
Cc1cccc(OCC(=O)NC2CCCCCC2)c1C,-6,-4,6,-1,-2,0,3.1,25,12
Cc1oc(C(C)(C)C)cc1C(=O)N1CCN(C(c2ccccc2)c2ccccc2)CC1,19,5,3,-4,-2,28,0.4,0,21
O=C(O)C1C2C=CC(C2)C1C(=O)N1CCN(CCO)CC1 (stereo not given),13,-5,-5,-3,-1,0,1.3,-3,-4
O=C(CCNS(=O)(=O)c1ccc(Br)s1)NCc1ccccc1Cl,0,0,-2,-3,-3,10,-0.5,-3,8
CCOc1ccc(C(=O)NCC(=O)NNC(=O)c2ccco2)cc1OCC,0,4,-5,0,-1,-11,-1.6,-8,7
N#CC1(c2ccccc2)CCC(=O)N1c1ccccc1 (stereo not given),-8,-6,-5,0,1,5,1.3,-1,-1
COc1ccc(C)cc1NC(=O)c1nnn(CCc2ccccc2)c1N,-1,9,4,-1,-1,10,-1.5,3,-8
O=C(CSc1ccc2ccccc2c1)N1CCN(c2ccc(O)cc2)CC1,7,-2,-25,-7,-1,-14,1.1,9,-2
CCn1c(SCC(=O)N2c3ccccc3Sc3ccccc32)nnc1-c1ccco1,-3,15,0,-1,3,31,0.2,12,13

# Source: PubChem BioAssay (Sanford-Burnham Center for Chemical Genomics)
